Assay outcomes as filed in PubChem BioAssay.
Cdc25B inh: human M-phase inducer phosphatase 2 inhibition; P30305; recombinant Cdc25B, OMFP fluorescence Ex485/Em525; inhibition, %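 (compounds tested at 10 µM final in the well)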; actives 0.1% (n = 65,000); AID 368; in the data active = inhibition above about 50%
FXIIa mix inh: blocks human factor XIIa in pooled compound mixtures; purified FXIIa, fluorogenic substrate; P00748; inhibition, % at 5 µM; actives 0.2% (n = 62,000);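 also: 0% = enzyme without compound and 100% = no enzyme blank; some results filed as inactive read as strong as hits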
Target sequence (P00748 20-372 limits assumed): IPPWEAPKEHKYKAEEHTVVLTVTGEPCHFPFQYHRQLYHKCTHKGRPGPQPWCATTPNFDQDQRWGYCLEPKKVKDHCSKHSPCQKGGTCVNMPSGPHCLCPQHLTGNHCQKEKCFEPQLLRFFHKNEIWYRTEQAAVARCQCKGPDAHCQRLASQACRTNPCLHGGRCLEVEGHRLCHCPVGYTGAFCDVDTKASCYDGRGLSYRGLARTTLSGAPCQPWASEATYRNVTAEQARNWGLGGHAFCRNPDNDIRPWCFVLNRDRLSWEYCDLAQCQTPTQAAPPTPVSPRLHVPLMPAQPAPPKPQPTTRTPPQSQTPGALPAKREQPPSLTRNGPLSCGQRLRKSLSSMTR
Target sequence (P00748 373-615 limits assumed): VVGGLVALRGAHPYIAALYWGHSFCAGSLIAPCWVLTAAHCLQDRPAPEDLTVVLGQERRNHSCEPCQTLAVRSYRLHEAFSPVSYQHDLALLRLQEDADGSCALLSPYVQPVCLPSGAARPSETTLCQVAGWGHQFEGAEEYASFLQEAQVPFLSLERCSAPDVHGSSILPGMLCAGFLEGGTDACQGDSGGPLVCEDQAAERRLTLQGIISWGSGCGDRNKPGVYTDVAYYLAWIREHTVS
Cathepsin G inh: cathepsin G (human) inhibition. actives 0.2% (n = 62,000). AID 581. purified enzyme, AMC-tetrapeptide fluorescence, pooled mixtures. inhibition, % at 5 µM (by protocol). P08311;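 active = inhibition above 20% in each of the two mixture wells holding the compound; inactive = inhibition of 20% or less in either well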;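 also: 0% = enzyme control without mixture and 100% = blank lacking enzyme; strong numbers were not always called active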
CatL block: blocks human cathepsin L protease activity | actives 0.17% (n = 58,000) | purified cathepsin L, fluorogenic substrate, fluorescence | P07711 | inhibition, %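 (tested at 10 µM)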; in the data active = inhibition above about 45%;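 also: 0% = enzyme with no compound and 100% = no enzyme blank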
Hsp90 inh: displaces geldanamycin probe from tumor Hsp90; actives 0.35% (n = 64,000); P07900; inhibition, % at 30 µM; NCI-N417 lysate Hsp90, Cy3B-geldanamycin FP displacement; AID 429;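 active = inhibition above 50%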;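 also: 0% = tracer plus lysate wells and 100% = tracer alone without lysate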
5HT1a ag: activates the human 5-HT1a serotonin receptor. CHO 5-HT1a Ga15 NFAT-bla reporter, FRET ratio; 0% basal, 100% maximal reference agonist. activation, % at 10 µM. actives 0.56% (n = 65,000);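 active = activation above the screen-wide mean activation plus 3 SD, cut at about 19% in these data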;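 also: 0% = DMSO wells and 100% = 5-CT at EC100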
FXIa mix inh: inhibitors of human coagulation factor XIa, pooled mixtures; P03951; purified FXIa, fluorogenic substrate; inhibition, % at 5 µM; actives 0.19% (n = 62,000);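 also: each value is inhibition by a whole ten-compound pool holding the compound; 0% = enzyme with no mixture and 100% = wells lacking enzyme; strong numbers were not always called active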
C1s inh: human complement C1s inhibition; actives 0.16% (n = 62,000); P09871; AID 538; purified C1s, fluorogenic AMC substrate, pooled mixtures; mean inhibition % of two 10-compound mixtures (stronger effect = higher value), % at 5 µM (by protocol);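 active = inhibition above 20% in each of the two 10-compound mixture wells holding the compound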;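 also: 0% = enzyme wells lacking compound mixture and 100% = no-enzyme blank wells; some compounds called inactive have numbers as strong as hits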
DUSP1 inh: blocks human MKP-1 phosphatase activity; P28562; recombinant MKP-1, OMFP hydrolysis fluorescence; inhibition, %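 (compounds tested at a single concentration somewhere between 10 and 100 µM)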; actives 0.15% (n = 65,000);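 active = inhibition above about 50%, limit read from the data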;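 also: 0% = DMSO max control wells and 100% = wells with enzyme stopped by NaOH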
Target sequence (P28562 whole entry, looked up): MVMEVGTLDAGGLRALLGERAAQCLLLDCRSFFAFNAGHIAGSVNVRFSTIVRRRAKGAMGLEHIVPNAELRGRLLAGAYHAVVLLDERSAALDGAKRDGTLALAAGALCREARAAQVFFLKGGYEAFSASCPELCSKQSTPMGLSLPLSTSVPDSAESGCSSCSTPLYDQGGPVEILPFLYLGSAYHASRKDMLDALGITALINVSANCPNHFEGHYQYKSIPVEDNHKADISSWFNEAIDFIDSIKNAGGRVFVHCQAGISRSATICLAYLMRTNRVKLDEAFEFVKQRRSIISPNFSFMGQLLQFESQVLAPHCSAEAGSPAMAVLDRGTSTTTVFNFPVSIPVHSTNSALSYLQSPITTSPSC
Starred values were filed as active, the others as inactive; nt = not tested or not shown. Rule as the data show it, unless noted: active = inhibition above about 20% (passing the limit was not always enough); inactive = the rest.

SMILES	Cdc25B inh	FXIIa mix inh	Cathepsin G inh	CatL block	Hsp90 inh	5HT1a ag	FXIa mix inh	C1s inh	DUSP1 inh
CC(C)Cc1nnc(NC(=O)CCC(=O)N2CCOCC2)s1	0	-4	11	13	0	-0.6	0	2	-5
Cc1ccc(-n2c(C)cc3c2CCCC3=O)cc1	8	-2	3	-5	-3	-1.9	-2	-21	-5
CCSc1nnc([C@H](C)NC(=O)OC(C)(C)C)o1	1	-1	-4	0	-3	-2.4	3	0	-7
O=C(c1ccc2snnc2c1)N1CCCC1	1	1	11	11	-2	0.5	4	14	4
CC(C)Cn1c(CNC(=O)c2ccccc2)nc2ccccc21	-9	4	0	nt	nt	0.5	2	-1	1
COc1cc2nc(NCCN3CCOCC3)n3nc(-c4ccccc4)nc3c2cc1OC	-7	10	2	-12	-3	-1.8	8	-1	44
CCOC(=O)c1nnn(-c2nonc2N)c1COc1cc(C)c(Cl)c(C)c1	-18	0	-2	-4	2	-5.6	4	4	9
COc1ccc(S(=O)(=O)N2CCN(CC(=O)Nc3cc(C(F)(F)F)ccc3Cl)CC2)cc1	-15	2	10	2	-1	3.2	4	13	-4
CCc1ccccc1NC(=O)CSc1nc2n[nH]c(C)c2c(=N)n1-c1ccc(OC)cc1	10	8	4	15	0	1.7	11	4	23
CC1CCCCC1NC(=O)c1cncc(Br)c1 (configuration not stated)	-9	1	11	2	-2	-1.9	2	11	-3
CSc1nc(SC)c2c3c(oc2n1)COC(C)(C)C3	3	3	9	6	-3	-0.2	3	11	14
O=C(NCC1CCCO1)c1cc2c(s1)CS(=O)(=O)C2 (configuration not stated)	-10	2	4	-3	-7	2.9	-1	-44	-7
Cn1c(Cn2nnc3ccccc32)nnc1SCC(=O)N1c2ccccc2Sc2ccccc21	-19	-2	6	nt	-1	2.3	10	4	12
CC(C)C(c1nnnn1C1CCCCC1)N1CCc2ccccc2C1 (configuration not stated)	-13	0	3	1	-3	-3.1	0	-18	7
COc1cccc(C(c2sc3ncnn3c2O)N2CCN(C(=O)c3ccco3)CC2)c1 (configuration not stated)	-9	1	8	nt	-3	-0.2	9	11	8
Cc1ccc(N=Cc2ccc[nH]2)c(O)c1	-1	-17	-34	5	-2	0.5	-49	-85	9
COc1ccc(N2CCCn3c2nc2c3c(=O)n(Cc3ccccc3F)c(=O)n2C)cc1	-15	5	5	nt	nt	2.0	13	-37	12
COc1ccc(-c2noc(CN3CCC(Cc4ccccc4)CC3)n2)cc1	-18	4	-14	0	0	1.0	-4	-33	-9
COc1ccc(C)cc1S(=O)(=O)Nc1ccc(F)cc1	3	-3	9	1	-4	-3.8	5	11	-6
CC(C)C(c1nnnn1C1CCCC1)N1CCCc2ccccc21 (configuration not stated)	-15	24	0	14	0	-2.8	2	-21	0
CC(C)(C)c1cc(Br)ccc1OCC(=O)Nc1ncn[nH]1	-6	6	11	nt	-2	-1.6	2	13	10
COc1ccc(Nc2ncc3c(n2)CC(c2ccc(OC)cc2)CC3=O)cc1 (configuration not stated)	-4	0	11	13	-2	-4.9	-1	-6	12
O=C(c1ccc(CS(=O)(=O)c2ccc(Br)cc2)o1)N1CCN(c2ncccn2)CC1	1	5	7	7	-1	-1.9	-2	2	-2
CCC1Oc2ccc(C)cc2N(CC(=O)N(Cc2ccc3c(c2)OCO3)CC2CCCO2)C1=O (configuration not stated)	-9	7	7	3	2	-0.1	9	10	-15
CCOC(=O)N1CCN(c2c(Nc3ccc4c(c3)OCCO4)c(=O)c2=O)CC1	-3	4	-6	20	-1	1.4	1	-26	18
COC(=O)c1cccc(-n2nnnc2SCC(=O)Nc2nc3c(s2)CCCC3)c1	0	-7	0	8	-1	-0.2	5	4	8
Cc1cc(C)n(C(=O)c2cc3ccccc3c(=O)o2)n1	-7	6	9	12	-2	0.6	5	18	9
CC(NC(=O)Nc1ccccc1)C(c1cccs1)N1CCN(C)CC1 (configuration not stated)	-8	8	-1	-3	-3	-5.3	7	1	2
Cn1c(NCc2ccco2)nc2ccccc21	-6	7	7	13	-4	-1.5	-1	4	4
c1c2c(cc3sc(N4CCOCC4)nc13)OCO2	3	2	8	0	1	-4.7	-1	2	6
CCOc1ccc(C(=O)N2CCCCCC2)cc1	0	3	-6	-1	-3	0.0	2	-9	4
CCCOc1ccc(C(=O)Nn2c(C)nc3ccccc3c2=O)cc1	-17	1	5	8	-1	-3.0	6	6	3
COc1ccc2[nH]c(C)c(CCN3C(=O)OC(C)(C)C3(C)O)c2c1 (configuration not stated)	-5	5	-2	37	-3	-1.0	0	-3	-1
COc1ccc(N2C(=O)C3CCCN3C2c2cccc(Br)c2)cc1 (configuration not stated)	-5	0	0	7	-2	-0.4	-14	-62	0
COc1ccc(-c2nc(-c3cccs3)c(-c3cccs3)[nH]2)cc1O	4	3	-2	-12	0	2.0	4	-6	7
CC(C)NC(=O)Cn1c(SCC(=O)N2CCc3ccccc3C2)nc2ccccc21	-2	7	6	19	-4	0.3	0	-33	-17
CCOC(=O)c1cc(-c2ccc(/C=N\n3cnnc3)o2)ccc1Cl	8	14	-9	13	-11	-1.9	1	-21	-2
Cc1cc(NCc2ccc3c(c2)OCO3)n2nc(C)nc2n1	-9	12	10	nt	-3	1.0	1	0	-3
O=C(O)c1cccc(CN2C(=O)SC(Nc3ccccc3)C2=O)c1 (configuration not stated)	-6	-1	10	7	0	1.0	6	11	-4
C#CCn1cc[n+](CC(=O)N(C)C)c1	6	-18	-1	6	-6	-4.7	4	-16	-8
CC1(C)Cc2c(sc(NC(=O)c3ccco3)c2C#N)C(C)(C)N1	-9	2	4	10	0	-7.5	-1	-24	-23
CCOC(=O)C1CCN(Cc2c(F)cccc2Cl)CC1	-9	0	9	-10	0	-0.3	3	45	-2
CCOc1ccc(CCNC(=O)c2oc3c(c2C)-c2[nH]ncc2CC3)cc1OCC	-11	-5	8	-8	-6	-0.1	5	13	14
CC1=C(C#N)C(c2cn(-c3ccccc3)nc2-c2cccs2)C(C#N)=C(C)N1	-5	3	8	14	-6	-2.7	-5	6	22
CCOC(=O)C1=C(N2CCCCC2)c2cc3c(n2C1=O)CCCC3	-3	1	8	23	-5	0.3	5	8	3

As entered above:
Under Cathepsin G inh, C#CCn1cc[n+](CC(=O)N(C)C)c1 has the entry -1
Under 5HT1a ag, CCOC(=O)c1cc(-c2ccc(/C=N\n3cnnc3)o2)ccc1Cl has the entry -1.9
Under Hsp90 inh, CCOc1ccc(CCNC(=O)c2oc3c(c2C)-c2[nH]ncc2CC3)cc1OCC has the entry -6

Next part:
SMILES	Cdc25B inh	FXIIa mix inh	Cathepsin G inh	CatL block	Hsp90 inh	5HT1a ag	FXIa mix inh	C1s inh	DUSP1 inh
COc1cc(C(=O)NCc2nnc(SCC(=O)N3CCCCC3)o2)cc(OC)c1OC	-9	3	9	-5	-1	-3.7	-3	42	-6
CCOc1ccc2[nH]c(=O)c(CN(Cc3ccc(C)cc3)C(=O)N3CCCC3)cc2c1	7	5	7	19	1	1.3	-5	-14	-2
CC(NC(=O)Nc1ccccc1C(F)(F)F)C1CCCO1 (configuration not stated)	0	-2	-4	24	-2	-3.2	3	0	-1
CC(C)N1C(=O)CN(C2CCCCCC2)C(=O)C1c1ccccc1F (configuration not stated)	0	2	10	nt	3	2.5	-6	-1	28
O=c1c2ccccc2ncn1C1CCCCC1	0	8	7	7	-2	-0.2	-1	13	-10
CNC(=O)c1c(C)nc(SCC(=O)NCc2ccc(OC)cc2)c(C#N)c1-c1ccco1	-9	5	2	16	-6	-1.3	6	-23	6
O=S(=O)(c1ccc2c(c1)C(=NO)c1cc(S(=O)(=O)N3CCCCC3)ccc1-2)N1CCCCC1	6	-16	9	1	-6	2.0	17	11	28
CN(c1ccc(C(=O)N2CCCCC2)cc1)S(C)(=O)=O	-5	3	-12	23	-1	0.1	-1	-36	13
CC1CCN(S(=O)(=O)c2ccc3c(c2)CCN3C(=O)CCC(=O)O)CC1	-6	7	6	13	-4	-2.9	3	-31	22
CCN(CC)C(=O)CSc1nnc(-c2ccccc2)n1-c1ccccc1	-17	-9	11	5	-2	-0.3	9	10	-26
C=CCNC(=O)c1ccccc1NS(=O)(=O)c1ccccc1	-1	1	5	0	1	-3.6	6	5	-13
O=C(NC1=NCCS1)c1cccc(S(=O)(=O)N2CCCCC2)c1	-16	15	10	nt	nt	-1.8	3	12	3
OC(COc1ccc(OCC(O)CN2CCCCCC2)cc1)CN1CCCCCC1 (configuration not stated)	-30	4	8	9	-6	-4.2	2	-12	-13
COc1ccc(OC)c(S(=O)(=O)Nc2cccc(C(C)=O)c2)c1	-7	-12	7	13	1	-1.5	5	-1	6
O=C(NCc1ccc2c(c1)OCO2)C1CCCN(S(=O)(=O)c2cccc3cccnc23)C1 (configuration not stated)	5	6	12	17	-4	-0.3	16	8	-14
CCOc1ccc(-n2c(-c3ccco3)n[nH]c2=S)cc1	-12	0	-11	-4	-1	-2.4	3	-28	-24
COc1ccc2c(c1)n([O-])c1c([n+]2=O)CCC1	19	-1	11	0	-6	-1.9	10	-2	-6
COc1ccccc1OCc1nc2c3c(-c4ccccc4)c(-c4ccccc4)oc3ncn2n1	-3	9	-2	nt	-1	-0.6	3	-39	4
CS(=O)(=O)N1CCN(C(=O)c2csc3ccccc23)CC1	-11	12	9	10	-5	-1.9	1	-8	-6
CCCS(=O)(=O)N1CCN(C(=O)c2cccc(OC)c2)CC1	20	4	-9	-5	nt	-0.6	-22	-38	13
Cc1ccc(NC(=O)CCN2CCc3ccccc3C2)cc1	-12	1	9	4	-3	-0.9	1	6	-10
COc1ccc(CCn2c(N)c(C#N)c3nc4ccccc4nc32)cc1OC	12	9	10	-4	-11	0.6	3	-7	15
CN1CCN(S(=O)(=O)c2cccc(C(=O)Nc3sc4c(c3C(N)=O)CCCC4)c2)CC1	-11	9	6	4	-6	-0.5	-3	-5	14
CCCn1nnc(NC(=O)COc2ccccc2Cl)n1	-3	1	9	7	-1	-4.3	0	6	11
CN(C)c1ccnc2sc3c(=O)n(-c4ccccc4)cnc3c12	-8	-15	-7	20	-4	-0.2	-7	-16	-3
CCn1c(SCc2ccc(C#N)cc2)nnc1-c1cccc(Cl)c1	-8	5	-3	15	-1	-4.1	5	-4	4
O=C(CC1CCCCC1)Nc1c2c(nn1-c1ccc(F)cc1)CS(=O)(=O)C2	-2	4	0	16	-2	-1.7	8	-12	8
O=C(NCc1ccccc1)C1CCN(C(=O)NCc2ccccc2)CC1	-4	1	9	-5	4	-4.1	5	14	-17
CCn1cc(C(=O)Nc2ccccc2C(=O)OC)c(=O)c2ccc(C)nc21	-14	28	0	3	-2	-1.5	6	-1	13
CCN(CC)S(=O)(=O)c1cccc(S(=O)(=O)c2cccc(S(=O)(=O)N(CC)CC)c2)c1	-18	4	-8	11	2	3.3	2	-55	2
CCC(=O)N1CCc2cc(S(=O)(=O)CCC(=O)NCCc3ccc(OC)c(OC)c3)ccc21	6	1	2	-4	-4	-3.4	10	5	-7
CCOC(=O)C(C)Sc1nc2c(cnn2-c2ccc(C)cc2)c(=O)[nH]1 (configuration not stated)	12	4	-17	2	0	-0.1	-2	-33	7
Cc1cc2c(c(SCC(=O)N(C)c3ccccc3)n1)C(=O)OC2	-4	-18	0	10	-1	-0.8	10	1	7
Cc1ccc(S(=O)(=O)Cc2cccc(C(=O)N3CCOCC3)c2)cc1	3	-4	16	-9	-1	-1.1	9	6	0

Record cards, as listed above.
Cc1cc2c(c(SCC(=O)N(C)c3ccccc3)n1)C(=O)OC2 in the list: Cdc25B inh = -4; FXIIa mix inh = -18; Cathepsin G inh = 0; CatL block = 10; Hsp90 inh = -1; 5HT1a ag = -0.8; FXIa mix inh = 10; C1s inh = 1; DUSP1 inh = 7
CCC(=O)N1CCc2cc(S(=O)(=O)CCC(=O)NCCc3ccc(OC)c(OC)c3)ccc21 in the list: Cdc25B inh = 6; FXIIa mix inh = 1; Cathepsin G inh = 2; CatL block = -4; Hsp90 inh = -4; 5HT1a ag = -3.4; FXIa mix inh = 10; C1s inh = 5; DUSP1 inh = -7
